# NOD1 NF-kB reporter – NOD1 signaling inhibitors, primary screen, cell-based, luminescence, uHTS (AID 1578); hit rate 1% among 290,000; inhibition, % at 4 µM, or EC50 in µM where a hit was titrated; NOD1-driven NF-kB luciferase reporter cells, luminescence; higher % means a stronger effect; in the data active means inhibition mostly above about 36%, no sharp cut-off; inactive means mostly below about 34%;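 further: HEK-293T reporter cells stimulated with the NOD1 agonist gamma-tri-DAP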
# KOR beta-arrestin-1 – kappa opioid receptor blockers – cell-based, luminescence, uHTS (AID 1778). KOR beta-arrestin recruitment, luminescence, antagonist mode; higher % means a stronger effect. one-dose inhibition, % at 10 µM; IC50 in µM for titrated hits. hit rate 0.091% among 290,000; further: strong numbers were not always called active
# GPR55 activation – GPR55 agonists via beta-arrestin recruitment, primary screen, imaging, U2OS cells, beta-arrestin-GFP redistribution (AID 1961); U2OS GPR55 beta-arrestin-GFP redistribution imaging; higher % means a stronger effect; one-dose activation, % at 10 µM; EC50 in µM for titrated hits; hit rate 0.048% among 290,000;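 active means activation above 40% with more than 50 cells counted in the well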;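 further: U2OS osteosarcoma cells stably expressing GPR55 and beta-arrestin-GFP; plate controls were DMSO negative control for no effect and LPI positive control for full effect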
# Myeloid diff 2 – myeloid differentiation induction; AID 624256; ER-HoxA9 myeloid progenitors, lysozyme-GFP differentiation, flow cytometry; hit rate 1% among 360,000; calls only at 10 µM;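 active means normalized GFP-positive differentiation at or above the plate's own cutoff, the solvent-only control mean plus 3 SD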;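 further: cells exposed to compound for four days before flow analysis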
# HEK293 NOD2/NF-kB – NOD2 signaling inhibitors, cell-based, luminescence, uHTS, HEK293 (AID 1566) | HEK293 NOD2/NF-kB luciferase reporter, luminescence; higher % means a stronger effect | one-dose inhibition, % at 4 µM; EC50 in µM for titrated hits | hit rate 0.63% among 290,000; further: many of its hits are not listed in these tables
# KOR beta-arrestin-2 – KOR agonists, beta-arrestin recruitment, primary screen, cell-based, luminescence, uHTS (AID 1777); hit rate 0.02% among 280,000; KOR beta-arrestin recruitment, luminescence; higher % means a stronger effect; one-dose activation, % at 10 µM; EC50 in µM for titrated hits; in the data active means activation above about 50%, passing the limit was not always enough; further: a part of the inactive calls stands beside numbers as strong as those of hits
# NTR1 ag – agonists of NTR1, primary screen, imaging, U2OS cells, beta-arrestin-GFP, high content (AID 493036); hit rate 0.17% among 330,000; NTR1-U2OS beta-arrestin-GFP spot imaging, agonist mode; activation, % at 20 µM;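 active means activation at or above 40% of the spot to cytoplasm intensity ratio, with at least 20 cells analyzed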;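 further: 0% = DMSO without peptide and 100% = 100 nM NTR1 peptide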
# Target sequence (P30989 whole entry, looked up): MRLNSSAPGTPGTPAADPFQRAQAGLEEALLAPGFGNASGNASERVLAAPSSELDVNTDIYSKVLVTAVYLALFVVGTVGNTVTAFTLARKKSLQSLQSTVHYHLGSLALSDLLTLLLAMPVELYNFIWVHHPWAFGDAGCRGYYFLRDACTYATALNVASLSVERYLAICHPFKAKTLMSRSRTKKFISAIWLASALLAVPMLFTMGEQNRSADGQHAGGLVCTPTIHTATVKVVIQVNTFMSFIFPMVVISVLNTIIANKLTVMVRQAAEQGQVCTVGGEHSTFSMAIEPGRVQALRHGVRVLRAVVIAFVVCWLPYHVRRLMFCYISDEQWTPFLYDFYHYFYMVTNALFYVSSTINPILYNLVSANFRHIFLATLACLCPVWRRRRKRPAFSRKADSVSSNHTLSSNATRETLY
# T cell modulator – T cell immune modulation candidate | 2C CD8+ T cell-vesicle binding, flow cytometry; hits give low values | hit rate 0.068% among 330,000 | calls only at 7 µM;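 active means response, share of CD8 T cells binding vesicles, and their 90th percentile fluorescence all below set limits, cut at about 80% in these data, passing the limit was not always enough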
#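 Benchmarks: naked versus QL9-loaded vesicles / Assay system: purified 2C TCR transgenic mouse naive CD8+ T cells / Technique: high-throughput flow cytometry with anti-B7-1 and anti-CD8 staining / Timing: Cell–vesicle co-incubation 1.5 h at 37 °C, staining 20 min on ice / Read-out: percent CD8+ FL2 mean versus row control / Probe or stimulus: QL9-loaded Drosophila micro-vesicles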
# GPR55 LPI antagonism – inhibition of LPI-stimulated GPR55 beta-arrestin translocation – imaging, U2OS, beta-arrestin-GFP, LPI agonist, primary screen (AID 2013). U2OS GPR55 beta-arrestin-GFP translocation imaging, LPI antagonism; higher % means a stronger effect. hit rate 0.13% among 290,000. inhibition, % at 10 µM; hits with a dose series show IC50 in µM;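 active means spots per cell inhibited over 60%, with over 100 cells counted and total cytoplasm intensity under 500,000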;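 further: U2OS cells stably carrying GPR55 and arrestin-GFP stimulated by 5 µM LPI near EC80; imaged beta-arrestin-GFP aggregate spots per cell after agonist stimulation; plate controls were LPI-stimulated DMSO wells for no effect and DMSO wells without LPI for full effect; some results filed as inactive read as strong as hits; confirmed hits need IC50 under 10 µM and bright autofluorescent wells are also inconclusive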
# T cell modulator vesicle-bound % – also measured in T cell modulator; calls as there; double positive events, %; measured here: CD8+ vesicle-bound cell fraction;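 binding gate set so that unloaded-vesicle control wells show 10% double positive cells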
# NTR1 ag cell count 20 µM – also measured in NTR1 ag; calls as there; cell count; measured here: cell count, cytotoxicity flag
# Myeloid diff 2 GFP+ MAC1+ % – recorded beside Myeloid diff 2, whose call it bears; GFP+ MAC1+ double positive, %; measured here: differentiation confirmed by MAC1 staining
# Numbers without * were called inactive; i = inactive; . = no result given; + = active, no number; [ ] = dose if it differs, or a comment. Unless noted, no stated cut-off is given here; in the data, active means inhibition above about 50%; inactive means the rest. Only part of the results is shown. The share of hits here may be higher or lower than overall.
SMILES,NOD1 NF-kB reporter,KOR beta-arrestin-1,GPR55 activation,Myeloid diff 2,Myeloid diff 2 GFP+ MAC1+ %,HEK293 NOD2/NF-kB,KOR beta-arrestin-2,NTR1 ag,NTR1 ag cell count 20 µM,T cell modulator,T cell modulator vesicle-bound %,GPR55 LPI antagonism
Cc1nc(SCc2ccc(C(=O)O)cc2)c2c(C)c(C)sc2n1,2%,-17%,0.6%,i,0.1,25%,-0.7%,0.7,64,i,56,8%
CCOC(=O)c1c(NC(=O)c2cccnc2Cl)sc(C(=O)N(C)C)c1C,-48%,-24%,0.1%,i,1.2,5%,0.1%,2.6,71,i,28,3%
CC12CN3CC(C)(CN(C1)C3c1ccc3c(c1)OCO3)C2 (stereo unspecified),18%,-9%[20 µM],-0.1%,i,0.1,11%,-6.6%,0.1,71,i,41,12%
CCn1ncc(CNC(=O)C2(C)CC2(Cl)Cl)c1C (stereo unspecified),17%,-9%,-0.4%,i,0.4,6%,1.3%,2.9,83,i,9,6%
CCCn1ncc([C@@H]2C[C@H]3CN(Cc4cccc(Cl)c4)C(=O)[C@]34CCCN24)c1C,-41%,-30%,-0.2%,i,0.2,9%,-0.3%,-1.0,97,i,48,16%
CC(NC(=O)COc1ccccc1)C(c1cccs1)N1CCCC1 (stereo unspecified),-14%,12%,0.5%,i,0.2,-8%,0.1%,0.0,72,i,45,5%
COc1ccccc1/C=C(/C(=O)OCC(=O)Nc1cc(C)ccc1C)c1ccccc1,-20%,-1%,-0.6%,i,0.4,-11%,1.8%,2.0,71,i,42,4%
OCC1(CCOc2ccccc2)CCN(CC2=Cc3cc(Cl)ccc3OC2)CC1,-38%,-17%[20 µM],0.0%,i,0.3,-17%,3.3%,3.1,57,i,27,-1%
Cn1cc(S(=O)(=O)NC2CCCCCC2)c(=O)n(C)c1=O,-37%,-2%,0.0%,i,1.1,-12%,0.7%,1.5,67,i,23,14%
Cc1ccc(NC(CC(=O)c2ccccc2)c2ccc(F)cc2)cc1 (stereo unspecified),-11%,20%,-0.1%,i,4.5,4%,1.1%,4.1,82,i,17,11%
CCOC(=O)N1CCN(c2c(NCCCN3CCCC(C)C3)c(=O)c2=O)CC1 (stereo unspecified),10%,0%,-0.1%,i,2.6,15%,-5.9%,1.2,50,i,0,4%
N#CC(C#N)=C1C=C2C=C(N3CCOCC3)CCC2CC1 (stereo unspecified),-39%,-14%,-0.2%,+,66*,7%,-0.3%,.,.,.,.,1%
O=C(CSc1nc2cc(Cl)ccc2s1)N1CCCc2ccccc21,-23%,-14%,0.1%,i,12,-13%,3.2%,6.6,33,i,12,-4%
CC(C)Oc1ccc(CN=C(N)N=C(N)N)cc1Cl,-4%,-18%,0.5%,i,0.0,30%,-0.7%,-1.7,83,i,21,4%
Cc1noc(C)c1S(=O)(=O)Nc1ccc(C(=O)N2CCN(c3ccc(F)cc3)CC2)cc1,-8%,2%,-0.4%,i,0.9,11%,6.3%,1.0,52,i,33,7%

# Structures from the list above containing two or more sulfur atoms (2):
SMILES,NOD1 NF-kB reporter,KOR beta-arrestin-1,GPR55 activation,Myeloid diff 2,Myeloid diff 2 GFP+ MAC1+ %,HEK293 NOD2/NF-kB,KOR beta-arrestin-2,NTR1 ag,NTR1 ag cell count 20 µM,T cell modulator,T cell modulator vesicle-bound %,GPR55 LPI antagonism
Cc1nc(SCc2ccc(C(=O)O)cc2)c2c(C)c(C)sc2n1,2%,-17%,0.6%,i,0.1,25%,-0.7%,0.7,64,i,56,8%
O=C(CSc1nc2cc(Cl)ccc2s1)N1CCCc2ccccc21,-23%,-14%,0.1%,i,12,-13%,3.2%,6.6,33,i,12,-4%

# Just KOR beta-arrestin-2, T cell modulator and Myeloid diff 2 GFP+ MAC1+ %, for three of the compounds above:
SMILES | KOR beta-arrestin-2 | T cell modulator | Myeloid diff 2 GFP+ MAC1+ %
CCOC(=O)N1CCN(c2c(NCCCN3CCCC(C)C3)c(=O)c2=O)CC1 (stereo unspecified) | -5.9% | i | 2.6
N#CC(C#N)=C1C=C2C=C(N3CCOCC3)CCC2CC1 (stereo unspecified) | -0.3% | . | 66*
O=C(CSc1nc2cc(Cl)ccc2s1)N1CCCc2ccccc21 | 3.2% | i | 12

# Further structures follow:
SMILES,NOD1 NF-kB reporter,KOR beta-arrestin-1,GPR55 activation,Myeloid diff 2,Myeloid diff 2 GFP+ MAC1+ %,HEK293 NOD2/NF-kB,KOR beta-arrestin-2,NTR1 ag,NTR1 ag cell count 20 µM,T cell modulator,T cell modulator vesicle-bound %,GPR55 LPI antagonism
O=C(Cc1ccccc1)Nc1ccnn1C1CCN(Cc2nccs2)CC1,-27%,-1%,-0.2%,i,3.8,-15%,-4.9%,0.0,57,i,25,0%
Cc1c(N/C=C/C(=O)c2cccs2)c(=O)n(-c2ccccc2)n1C,-13%,-1%,-0.2%,i,6.6,10%,0.5%,-1.6,42,i,4,-4%
O=S(=O)(Nc1ccon1)c1ccc(F)c(F)c1,-4%,17%,0.0%,i,2.8,3%,-1.2%,-1.1,50,i,6,-26%
O=C(NC1CC2CCCC(C1)N2C(=O)NCc1ccccc1)C1CC1 (stereo unspecified),-16%,-31%,0.2%,i,0.9,-4%,5.0%,-2.0,61,i,43,-2%
O=C(Nc1cccc(Cl)c1)C1CCCN(S(=O)(=O)c2cnc[nH]2)C1 (stereo unspecified),-10%,4%,-0.1%,i,2.4,0%,5.8%,1.9,48,i,45,-3%
CNC(=O)CN(C1CCCCC1)S(=O)(=O)c1ccc(F)cc1,5%,12%,0.8%,i,1.8,11%,0.4%,-0.1,96,i,33,14%
COCc1[nH]nc2c1C(c1ccc(OC)cc1)C(C#N)=C(N)O2 (stereo unspecified),3%,10%,-0.2%,i,0.0,21%,-1.1%,1.7,73,i,21,0%
Cc1cc(C)cc(NC(=O)Cn2nnc3ccccc3c2=O)c1,-43%,34%,-0.2%,i,0.4,11%,-7.0%,0.8,48,i,56,-8%
COc1cccc(C2CC(c3cccs3)=NN2C(=O)CSC2=NCCS2)c1OC (stereo unspecified),-24%,2%,-0.1%,i,1.0,13%,-0.8%,3.8,53,i,33,-11%
CCc1nc(SCc2ccccc2C#N)n[nH]1,-30%,-33%,-0.3%,i,0.2,-6%,-4.2%,-0.6,63,i,61,-1%
NC(=O)c1nsc(C(=O)N(Cc2ccccc2F)C(C(=O)NCC2CCCO2)c2ccc(F)cc2)c1N (stereo unspecified),-15%,18%,-0.3%,i,0.7,-5%,-2.4%,0.5,43,i,47,20%
C/C(CC(=O)Nc1ccc(Br)cc1)=N\NC(=O)c1cccc(O)c1,1%,-54%[20 µM],-0.4%,i,0.9,-5%,4.6%,-2.4,51,i,41,-10%
COc1cc(C(=O)NC2=NCCS2)cc(OC)c1OC,-33%,-26%,-0.1%,i,1.1,6%,-2.6%,-1.9,61,i,52,13%
O=C1Nc2ccccc2C(O)(C(=O)NC2CC2)N1c1ccc(Cl)c(Cl)c1 (stereo unspecified),0%,-4%,-0.1%,i,0.4,21%,1.8%,19,80,i,14,-19%
COc1ccc(OC)c(CNC(=O)C2CCN(S(=O)(=O)N3CCC(C)CC3)CC2)c1,-39%,-30%,0.2%,i,0.8,9%,-5.8%,-0.6,57,i,37,-4%
Cc1c(Cl)cccc1NC(=O)Nn1cnnc1,-17%,-17%,-0.1%,i,0.3,2%,5.7%,-0.2,60,i,58,6%
CC(C)(C)c1ccc(C(=O)NCc2nnc(SCC(=O)N3CCCc4ccccc43)n2-c2ccccc2)cc1,2%,10%,0.2%,i,1.2,-14%,-5.4%,-0.6,71,i,40,3%
CCN(CC)CCOC(=O)c1cccc(Cl)c1,-1%,12%,-0.2%,i,0.4,-5%,6.8%,0.6,37,i,11,7%
CCOC(=O)c1cnc2c(c(C)nn2C)c1Oc1ccccc1F,-1%,16%,0.2%,i,0.1,17%,-4.3%,1.2,60,i,43,12%
Cc1nn(-c2ccc(F)cc2)c2sc(C(=O)OCC(=O)N3CCC(C)CC3)cc12,-3%,-36%,0.1%,i,2.3,-20%,-3.7%,12,81,i,50,8%
COc1ccc(/C=C(\C#N)C(=O)NCc2cccnc2)cc1OC,-22%,8%[20 µM],0.0%,i,0.2,-8%,-4.3%,1.0,40,i,16,5%
O=c1c(-c2ccc(O)cc2)coc2cc(OC3OC(CO)C(O)C(O)C3O)ccc12 (stereo unspecified),-19%,-29%,0.6%,i,0.8,5%,3.4%,3.6,86,i,14,11%
Cc1cccc(C(P(=O)(c2ccccc2)c2ccccc2)P(=O)(c2ccccc2)c2ccccc2)n1,-3%,3%,0.5%,i,0.4,14%,6.2%,1.5,45,i,6,15%
COc1ccccc1CNC(=O)C(C)n1cccc1C(=O)c1ccccc1 (stereo unspecified),-4%,-9%,-0.1%,i,2.6,24%,-4.1%,1.6,63,i,10,4%
COCC(=O)Nc1cccc(-c2ccc3nncn3n2)c1,-10%,-6%,-0.1%,i,1.9,-6%,-2.5%,-0.1,56,i,22,19%
CCOC(=O)C1=C(COC(=O)CNS(=O)(=O)c2ccc(C)cc2)NC(=O)NC1C (stereo unspecified),-26%,21%,-0.1%,i,4.8,1%,-1.7%,0.1,40,i,25,10%
CC(C)C[C@H](NC(=O)c1[nH]cnc1C(=O)N[C@@H](Cc1ccccc1)C(=O)OC(C)(C)C)C(=O)OCc1ccccc1,14%,-38%[20 µM],0.0%,i,2.2,-7%,-1.5%,22,89,i,20,12%
Cc1c(NC(=S)NC(=O)c2ccco2)c(=O)n(-c2ccccc2)n1C,7%,10%,0.1%,i,2.7,3%,3.9%,0.8,66,i,50,-2%
COc1ccc(NC(=O)CSc2nnc(Cn3nnc4ccccc43)n2C)cc1,-9%,21%,-0.1%,i,1.2,12%,2.1%,0.0,46,i,15,-7%
Cn1c(N2CCCC2)nc2c1c(=O)n(Cc1ccc(Cl)cc1)c(=O)n2C,-9%,3%,0.6%,i,1.7,17%,-1.6%,1.7,79,i,52,-2%
COc1ccc(Br)cc1CNC(=O)CCNC(=O)Cn1ccc2ccccc2c1=O,-33%,12%,0.3%,i,1.0,10%,0.3%,2.2,62,i,4,98%
